Source: PubChem BioAssay (several laboratories)
GPR55 antagonists – inhibition of LPI-stimulated GPR55 beta-arrestin translocation – imaging, U2OS, beta-arrestin-GFP, LPI agonist, primary screen (AID 2013). U2OS GPR55 beta-arrestin-GFP translocation imaging, LPI antagonism; higher % means a stronger effect. inhibition, % at 10 µM; hits with a dose series show IC50 in µM. actives 0.13% (n = 290,000);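 active = spots per cell inhibited over 60%, with over 100 cells counted and total cytoplasm intensity under 500,000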;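 note: U2OS cells stably carrying GPR55 and arrestin-GFP stimulated by 5 µM LPI near EC80; imaged beta-arrestin-GFP aggregate spots per cell after agonist stimulation; plate controls were LPI-stimulated DMSO wells for no effect and DMSO wells without LPI for full effect; some results filed as inactive read as strong as hits; confirmed hits need IC50 under 10 µM and bright autofluorescent wells are also inconclusive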
KOR beta-arrestin-1 – kappa opioid receptor blockers – cell-based, luminescence, uHTS (AID 1778). KOR beta-arrestin recruitment, luminescence, antagonist mode; higher % means a stronger effect. inhibition, % at 10 µM; hits with a dose series show IC50 in µM. actives 0.091% (n = 290,000); in the data active = inhibition above about 50%; note: strong numbers were not always called active
T cell HTS – T cell immune modulators affecting CD8 T cell-vesicle binding; 2C CD8+ T cell-vesicle binding, flow cytometry; hits give low values; calls only at 7 µM; actives 0.068% (n = 330,000); AID 2052;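 active = response, share of CD8 T cells binding vesicles, and their 90th percentile fluorescence all below set limits, cut at about 80% in these data, passing the limit was not always enough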
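Read-out – percent CD8+ FL2 mean versus row control · System – murine 2C transgenic CD8+ T lymphocytes · Times – 1.5 h cell–vesicle binding at 37 °C, then 20 min icy labelling · Control set – naked vesicles low, QL9 vesicles with vehicle high · Detection – cytometric PE anti-B7-1 and Alexa647 anti-CD8 signals after 1% paraformaldehyde fixation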
KOR beta-arrestin-2 – kappa opioid receptor activators – cell-based, luminescence, uHTS, primary screen (AID 1777); KOR beta-arrestin recruitment, luminescence; higher % means a stronger effect; one-dose activation, % at 10 µM; EC50 in µM for titrated hits; actives 0.02% (n = 280,000); in the data active = activation above about 50%, passing the limit was not always enough; note: a part of the inactive calls stands beside numbers as strong as those of hits
GPR55 activation – GPR55 agonists via beta-arrestin recruitment, primary screen, imaging, U2OS cells, beta-arrestin-GFP redistribution (AID 1961); U2OS GPR55 beta-arrestin-GFP redistribution imaging; higher % means a stronger effect; one-dose activation, % at 10 µM; EC50 in µM for titrated hits; actives 0.048% (n = 290,000);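 active = activation above 40% with more than 50 cells counted in the well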;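 note: U2OS osteosarcoma cells stably expressing GPR55 and beta-arrestin-GFP; plate controls were DMSO negative control for no effect and LPI positive control for full effect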
West Nile virus CPE – West Nile virus antiviral activity, cell-based, CPE readout (AID 1621) | West Nile virus-infected cells, CPE inhibition; higher % means a stronger effect | CPE inhibition, % at 10 µM, or IC50 in µM where a hit was titrated | actives 0.02% (n = 290,000); in the data active = a potency from the dose series; note: strong numbers were not always called active
NTR1 agonist – NTR1-driven beta-arrestin-GFP spot formation – imaging, U2OS cells, high content, primary screen (AID 493036); P30989; agonist mode; activation, % at 20 µM; actives 0.17% (n = 330,000);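 active = activation at or above 40% of the spot to cytoplasm intensity ratio, with at least 20 cells analyzed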;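 note: 0% = DMSO without peptide and 100% = 100 nM NTR1 peptide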
Target sequence (P30989 whole entry, looked up): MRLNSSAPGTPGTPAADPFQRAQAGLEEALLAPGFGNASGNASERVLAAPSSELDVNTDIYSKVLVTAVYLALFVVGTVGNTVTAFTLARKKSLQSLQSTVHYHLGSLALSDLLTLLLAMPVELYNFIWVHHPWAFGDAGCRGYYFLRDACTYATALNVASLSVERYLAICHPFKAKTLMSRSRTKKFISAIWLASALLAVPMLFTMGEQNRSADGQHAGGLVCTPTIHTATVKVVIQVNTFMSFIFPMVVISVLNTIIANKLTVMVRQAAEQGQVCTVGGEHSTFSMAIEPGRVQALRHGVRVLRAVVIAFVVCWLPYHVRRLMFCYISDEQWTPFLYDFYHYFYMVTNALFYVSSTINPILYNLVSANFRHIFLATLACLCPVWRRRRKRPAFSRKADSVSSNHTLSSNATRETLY
Salmonella PhoP GFP – inhibitors of PhoP regulon expression, primary screen, Salmonella Typhimurium, GFP reporter (AID 1863); S. Typhimurium PhoP-regulated promoter GFP reporter, 4 h; higher % means a stronger effect; inhibition, % at 50 µM, or IC50 in µM where a hit was titrated; actives 0.16% (n = 300,000);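 active = inhibition over 29.93%, a cutoff 3 SD above the screen mean, later confirmed by dose response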;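 note: 0% = low Mg2+ inducing control and 100% = high Mg2+ repressing control; strong numbers were not always called active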
GPR35 antagonists – inhibition of zaprinast-stimulated GPR35 beta-arrestin translocation – imaging, U2OS, beta-arrestin-GFP, zaprinast agonist, primary screen (AID 2058). U2OS GPR35 beta-arrestin-GFP translocation imaging, zaprinast antagonism; higher % means a stronger effect. inhibition, % at 10 µM; hits with a dose series show IC50 in µM. actives 0.052% (n = 290,000);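 active = inhibition of at least 50% with at least 30 cells and total cytoplasm GFP at most 10,000,000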
T cell HTS vesicle-bound % – further read-out of T cell HTS, marked with its call; double positive events, %; measured here: CD8+ vesicle-bound cell fraction;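 binding gate set so that unloaded-vesicle control wells show 10% double positive cells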
NTR1 agonist cell count 20 µM – further read-out of NTR1 agonist, marked with its call; cell count; measured here: cell count, cytotoxicity flag
Numbers without * were called inactive; i = inactive; x = not tested or not shown; [ ] = another dose, or the depositor's remark.

SMILES	GPR55 antagonists	KOR beta-arrestin-1	T cell HTS	T cell HTS vesicle-bound %	KOR beta-arrestin-2	GPR55 activation	West Nile virus CPE	NTR1 agonist	NTR1 agonist cell count 20 µM	Salmonella PhoP GFP	GPR35 antagonists
Cc1nc2sc(C(c3ccco3)N3CCN(c4ccc(F)cc4)CC3)c(O)n2n1 (stereo unspecified)	-3%	3%	i	21	2.7%	-0.1%	-0.3%	-1.6	57	-5%	-6%
COc1cc(-c2nc3cnccn3c2Nc2ccc(C(C)C)cc2)ccc1O	8%	-40%	i	27	0.2%	-0.1%	-0.4%	18	50	7%	-11%
Cc1cc(Nc2c(C#N)c(N)nn2C)ccc1F	10%	-19%	i	57	-0.8%	-0.4%	0.4%	0.7	68	8%	8%
O=C(NCC1CCCO1)c1cccc(C(=O)NCC2CCCO2)c1 (stereo unspecified)	3%	-47%[20 µM]	i	40	-0.3%	0.6%	-0.5%	-0.2	59	1%	17%
Cc1cccc2sc(NC(=O)[C@H](C)N3C(=O)C4CC=CCC4C3=O)nc12 (stereo partly specified)	1%	13%	i	55	2.2%	0.6%	-0.1%	2.3	62	-2%	-10%
COc1cc(OC)cc(C(=O)Nc2ccc3nc4n(c(=O)c3c2)CCCC4)c1	4%	6%	i	10	1.0%	1.0%	-0.3%	2.3	87	-4%	-9%
Nn1c(SCC(=O)N2CCc3ccccc3C2)nnc1-c1cccs1	11%	-7%	i	38	2.3%	-0.3%	-0.4%	0.4	41	21%	12%
Cc1cc(C)c2c(CN3CCC(C)CC3)cc(=O)oc2c1C	-6%	-24%	i	48	2.0%	0.0%	-0.6%	6.8	79	-5%	8%
N#C/C(=C/c1cccc(C(F)(F)F)c1)c1nc(CCN2C(=O)c3ccccc3C2=O)cs1	13%	-16%	i	12	-2.1%	0.5%	-0.2%	6.1	73	6%	4%
CCCN1CCN(C(=O)CCCNC(=O)c2ccc(Cl)cc2)CC1	10%	-5%	i	20	6.3%	-0.1%	-0.6%	-0.7	47	3%	-11%
CC(OC(=O)c1ccncc1)C(=O)NC1CCCC1 (stereo unspecified)	4%	-7%	i	18	-1.3%	0.4%	0.3%	-0.4	38	8%	2%
CC(C)C(C(=O)NCC1CCCO1)N(Cc1cccs1)C(=O)CNS(=O)(=O)c1ccccc1 (stereo unspecified)	10%	-2%[20 µM]	i	53	-10%	0.3%	-0.1%	-0.8	63	7%	-11%
O=C(NCCN1CCCC1)c1cc(-c2ccncc2)nc2ccc(S(=O)(=O)N3CCOCC3)cc12	7%	20%	i	33	-3.4%	0.0%	-0.1%	-1.5	36	-4%	0%
CCCN(CC1CC1)C(=O)Nc1ccccc1C	0%	13%	i	32	-2.9%	-0.1%	0.3%	-1.2	63	12%	-13%
CCc1c(C)c2c(C)[nH]nc2oc1=O	-6%	-18%	i	14	13%	-0.1%	0.0%	-1.4	34	-3%	7%
COc1cccc(/C=C2\SC(=S)N(C(Cc3ccccc3)C(=O)O)C2=O)c1 (stereo unspecified)	1%	-1%[20 µM]	i	41	1.4%	0.1%	0.5%	7.3	81	-6%	-9%
Cc1ncc2c(n1)-c1cc(F)ccc1SC2	-5%	20%	i	38	6.3%	-0.1%	0.6%	-1.9	72	-5%	-2%
CCOC(=O)CC1COCCN1C(=O)CCc1nnc(-c2ccsc2)o1 (stereo unspecified)	0%	-60%[20 µM]	i	65	x	-0.2%	0.5%	0.0	74	-3%	9%
COc1ccccc1CNC(=O)CSc1nn2c(=O)c(C(C)(C)C)nnc2s1	10%	7%	i	25	-7.1%	-0.3%	x	2.7	38	9%	2%
CCOC(=O)C(=CNc1cc(C)ccc1-n1cccc1)C(=O)OCC	15%	-11%	i	28	-1.1%	-0.2%	0.6%	7.8	51	x	-4%
O=c1cc(N2CCOCC2)[nH]c(=O)n1-c1ccc(Cl)cc1	8%	3%	i	36	-5.2%	-0.2%	-0.1%	0.2	57	2%	-8%
CC(=O)Nc1ccc(NC(=O)Cn2c(=O)n(-c3ccc(C)cc3)c(=O)c3oc4ccccc4c32)cc1	-3%	17%	i	25	-2.1%	0.6%	-0.1%	0.6	54	-1%	-9%
Cc1ccc(NC2=NC(c3ccc(C)cc3)n3c(nc(C)cc3=O)N2)cc1 (stereo unspecified)	6%	33%	i	12	-0.4%	0.1%	-0.6%	-0.3	79	-4%	-4%
Cc1ncc(N=Nc2ccc(F)cc2)c(-c2ccc(Cl)cc2)n1	12%	42%	i	34	-4.1%	-0.4%	0.1%	6.9	52	-6%	-7%
CC1(C)CC2(CCO1)OC(=O)CC2C(=O)NCCc1ccccc1 (stereo unspecified)	0%	-43%	i	15	6.8%	0.3%	-0.2%	-0.8	94	1%	23%
New compounds follow.
SMILES	GPR55 antagonists	KOR beta-arrestin-1	T cell HTS	T cell HTS vesicle-bound %	KOR beta-arrestin-2	GPR55 activation	West Nile virus CPE	NTR1 agonist	NTR1 agonist cell count 20 µM	Salmonella PhoP GFP	GPR35 antagonists
CON(c1nc(Cl)nc(N(C)C)n1)S(=O)(=O)c1ccc(C)cc1	-8%	-10%	i	8	0.4%	-0.1%	-0.3%	4.1	98	-1%	2%
C/C(O)=C/c1nc2ccccc2[nH]c1=O	3%	9%	i	38	2.6%	0.4%	-0.3%	0.2	37	6%	14%
CSc1nc2ccccc2c(=O)n1C1CCCCC1	0%	-7%	i	51	-1.6%	0.0%	-0.6%	6.9	96	12%	12%
Cn1c(=O)c2c(nc(NCCOc3ccc(C(C)(C)C)cc3)n2C)n(C)c1=O	9%	-3%	i	56	0.4%	0.1%	-1.7%	3.9	49	7%	3%
O=C(CSc1nnc(C2CC2)n1-c1ccccc1)NCCc1ccc(F)cc1	1%	4%	i	43	14%	0.0%	0.0%	-0.1	49	4%	6%
Cc1cnc(CN(C)Cc2nc(Cc3cccc(C(F)(F)F)c3)no2)[nH]1	-3%	-16%	i	63	-4.5%	0.7%	-2.1%	-0.4	37	x	-11%
O=C(O)/C(=C\c1ccccc1Cl)c1ccc(S(=O)(=O)N2CCCCC2)s1	13%	-10%	i	59	-1.1%	-0.2%	0.4%	-0.3	94	-5%	-2%
CCC(NC(=O)c1ccccc1NC(=O)c1ccccc1)C(=O)OC (stereo unspecified)	-1%	-25%[20 µM]	i	55	2.1%	0.2%	-0.3%	2.1	78	4%	-6%
Cc1cc(NC(=O)C2CC2)ncc1NC(=O)C12CC3CC(CC(C3)C1)C2	12%	-16%	i	54	-3.5%	0.2%	-0.1%	-0.9	58	10%	6%
O=C(NCc1ccc2c(c1)OCO2)C1CCN(C(=O)Nc2ccc(Cl)cc2)CC1	-8%	5%	i	26	-3.2%	-0.2%	-1.0%	1.2	88	-11%	-11%
Cc1csc(SCCN2C(=O)c3ccccc3C2=O)n1	26%	-9%	i	24	-6.3%	0.7%	0.3%	-0.2	45	-15%	-9%
COCCCn1c(C)csc1=Nc1cccnc1	10%	14%	i	43	1.5%	0.3%	-0.8%	0.9	61	-9%	-1%
CCOC(=O)C1=NN(C(C)=O)C2(CC(=O)N(c3cc(C)cc(C)c3)C2=O)C1 (stereo unspecified)	-1%	6%	i	13	1.4%	0.1%	-0.4%	1.8	62	1%	6%
N=C1/C(=C/c2ccc(OCc3ccccc3F)cc2)C(=O)N=C2SC(CC(=O)N3CCOCC3)=NN12	-8%	-130%	i	10	-1.8%	-0.2%	0.6%	4.1	40	-6%	-22%
Cc1ccc2c(CC(=O)O)coc2c1	11%	-43%	i	41	-2.3%	-0.1%	0.3%	1.1	52	2%	30%
O=C1Nc2ccc3sc4ccccc4c3c2C1=O	-3%	-18%	i	15	4.4%	0.0%	0.9%	1.7	69	0%	-16%
Cc1noc(C)c1C(=O)NCCCc1ccccc1	9%	-2%	i	32	-0.6%	-0.1%	0.0%	-1.8	56	-5%	6%
O=C1CN(CC(=O)Nc2cccc(Cl)c2Cl)c2ccccc2N1	3%	-6%	i	30	-2.9%	1.3%	-0.9%	0.2	54	5%	5%
CC(C)NC(=O)C(=O)N/N=C/c1ccco1	10%	0%	i	48	-1.8%	0.3%	0.5%	-0.5	55	8%	-2%
CCNC(=O)N(C)c1nncnc1C(=O)NC	6%	40%	x	x	2.0%	-0.2%	x	2.3	71	3%	0%
O=C(c1cc(F)ccc1F)C1CCCN(C(=O)c2ccc(F)cc2Cl)C1 (stereo unspecified)	2%	0%	i	42	3.1%	-0.2%	-1.2%	1.7	48	7%	-2%
COc1ccc(CCNC(=O)CCc2nc3sc4c(c3c(=O)[nH]2)CCCC4)cc1	-2%	-25%	i	66	0.4%	0.0%	-0.4%	2.2	64	5%	2%
O=C(O)c1cc2nccc(-c3ccco3)n2n1	9%	16%	i	33	-1.6%	0.7%	0.3%	2.4	64	-8%	7%
COc1ccccc1-c1ccc(SCc2ccc([N+](=O)[O-])cc2)nn1	-8%	0%	i	31	-2.3%	0.0%	-0.9%	3.0	73	-6%	2%
Cn1nnnc1SCC(=O)c1ccc(Br)s1	11%	-14%	i	37	1.6%	0.2%	0.0%	0.9	47	22%	2%
CC(C)OCCCn1c(=S)[nH]c2ncccc2c1=O	13%	-17%	i	10	3.5%	0.3%	x	-2.1	81	-3%	10%
O=C(CSc1ccc2c(c1)OCCO2)Nc1ccc(Br)cc1	15%	-19%	i	49	2.9%	0.2%	-0.1%	9.5	42	-1%	27%
COc1ccc(Cl)cc1NC(=O)c1[nH]c(C)c(C(C)=O)c1C	3%	0%	i	29	5.4%	x	-1.0%	-0.8	58	1%	5%
Cc1cc(C)c2c(C)c(C(=O)Nc3c(C)n(C)n(-c4ccccc4)c3=O)oc2c1	3%	-49%	i	27	2.9%	0.1%	-1.5%	-0.2	49	17%	-2%
CC(C)Cn1c(=O)c(C(=O)N/N=C/c2cccc(F)c2)c(O)c2ccccc21	11%	2%	i	43	1.1%	0.2%	-1.0%	2.4	42	20%	-5%

In another format: entries from further up.
Compound | GPR55 antagonists | KOR beta-arrestin-1 | T cell HTS | T cell HTS vesicle-bound % | KOR beta-arrestin-2 | GPR55 activation | West Nile virus CPE | NTR1 agonist | NTR1 agonist cell count 20 µM | Salmonella PhoP GFP | GPR35 antagonists
CCC(NC(=O)c1ccccc1NC(=O)c1ccccc1)C(=O)OC (stereo unspecified) | -1% | -25%[20 µM] | i | 55 | 2.1% | 0.2% | -0.3% | 2.1 | 78 | 4% | -6%
Cc1cc(NC(=O)C2CC2)ncc1NC(=O)C12CC3CC(CC(C3)C1)C2 | 12% | -16% | i | 54 | -3.5% | 0.2% | -0.1% | -0.9 | 58 | 10% | 6%
O=C(NCc1ccc2c(c1)OCO2)C1CCN(C(=O)Nc2ccc(Cl)cc2)CC1 | -8% | 5% | i | 26 | -3.2% | -0.2% | -1.0% | 1.2 | 88 | -11% | -11%
